Compound activity as filed in PubChem.
PolyA inh = polyadenylation inhibitors in yeast reporter cells, primary screen, luminescence, S. cerevisiae; S. cerevisiae SKY197-pL101 polyadenylation reporter, beta-gal luminescence; efflux-impaired pdr1/pdr3 knockout yeast; score 100 = 6 SD above DMSO; actives 0.02% (n = 300,000); AID 1875, 2009; calls only at 12 µM;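 active = lowest replicate activity score at least 50, where 100 means six control SD above control mean; inconclusive = lowest score under 50 but half or more replicates reach 50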;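 also: yeast exposed to compound for 9 h at 30 °C; higher score means more reporter readthrough which indicates perturbed polyadenylation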
HSP90 inh = HSP90 inhibitors, primary screen, cell lysate, luminescence. inhibition, % at 5.6 µM. Rabbit reticulocyte lysate, luciferase refolding luminescence, 3 h. Heat shock protein HSP 90 (rabbit reticulocyte lysate; luciferase refolding). actives 0.91% (n = 290,000);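 active = inhibition above the screen-wide mean plus 3 SD, computed separately per campaign, cut at about 16% in these data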;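 also: 0% = DMSO wells and 100% = 60 µM geldanamycin wells; inhibitors lower the luminescence because luciferase stays unfolded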
aSyn 5UTR inh = MLPCN primary screen, SNCA 5' untranslated region | alpha-synuclein 5'UTR reporter, inhibitor activity | inhibition, % (tested at 7.5 µM) | actives 0.82% (n = 300,000); in the data active = inhibition above about 60%; inconclusive = no clear call, values can overlap the other calls;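 also: H4 neuroglioblastoma cells stably carrying SNCA 5'UTR luciferase fusion; 0% = DMSO wells and 100% = positive control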
AI-2 QS mod = Vibrio harveyi AI-2 quorum sensing modulators, primary screen, JMH597 strain, luminescence/OD600 ratio; Vibrio harveyi JMH597 AI-2 luminescence/OD600 ratio, 9 h; hits give low values; strain lacks LuxN and CqsS sensors; 0 = neutral-control median; activity change, % at 7.5 µM; actives 0.4% (n = 300,000); AID 2094, 2009; in the data active = activity change below about -75%, passing the limit was not always enough; inconclusive = no clear call, values can overlap the other calls;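 also: luminescence divided by OD600 gain over 9 h not by final OD600 alone; inactives centre near 13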
GSK3A inh = blockers of GSK3A enzyme activity – biochemical, luminescence, cell-free homogeneous, HTS, primary screen. Glycogen synthase kinase-3 alpha (Homo sapiens), P49840. GSK-3 alpha kinase, ADP-Glo luminescence, 60 min. inhibition, % at 10 µM. actives 0.1% (n = 320,000);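 in the data active = inhibition above about 50%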;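 also: GST-tagged GSK-3 alpha with peptide substrate and 25 µM ATP; 0% = DMSO neutral wells and 100% = GW8510 positive control wells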
Target sequence (P49840 whole entry, looked up): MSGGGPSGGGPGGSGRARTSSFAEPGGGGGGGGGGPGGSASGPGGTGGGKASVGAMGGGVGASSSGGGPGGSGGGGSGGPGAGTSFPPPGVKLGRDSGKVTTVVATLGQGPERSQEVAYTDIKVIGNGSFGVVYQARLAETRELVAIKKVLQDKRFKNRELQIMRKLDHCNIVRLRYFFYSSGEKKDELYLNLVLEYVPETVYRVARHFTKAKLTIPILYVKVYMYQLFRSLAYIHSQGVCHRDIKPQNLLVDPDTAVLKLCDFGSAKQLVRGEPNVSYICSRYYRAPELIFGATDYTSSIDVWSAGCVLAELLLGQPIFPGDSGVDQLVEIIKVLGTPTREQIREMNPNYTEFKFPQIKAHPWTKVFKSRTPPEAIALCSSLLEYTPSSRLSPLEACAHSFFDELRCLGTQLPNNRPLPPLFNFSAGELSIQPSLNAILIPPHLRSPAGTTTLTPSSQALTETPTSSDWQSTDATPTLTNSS
IEC-6 tox = cytotoxicity in IEC-6 intestinal epithelial cells, primary screen, cytotoxicity control for KLF5 inhibitor project, cell-based, luminescence; IEC-6 cytotoxicity, luminescence viability; inhibition, % at 5 µM; actives 0.78% (n = 290,000); in the data active = inhibition above about 22%;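 also: 0% = plate median of test compound wells and 100% = cytotoxic reference compound wells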
GSK3beta inhib = human GSK3beta kinase inhibitors, primary screen, biochemical, cell-free homogeneous, HTS; Glycogen synthase kinase-3 beta (Homo sapiens), P49841; GST-GSK3beta kinase, ADP-Glo luminescence, 60 min; hits give low values; activity score (negative = inhibition), % at 10 µM; actives 0.038% (n = 300,000);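 active = more than half of replicate wells score below -50%, meaning over 50% inhibition versus plate controls; inconclusive = some replicates but at most half score below -50%; inactive = no replicate scores below -50%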;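 also: 0% = median DMSO wells and -100% = median GW8510 positive control wells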
Target sequence (P49841 whole entry, looked up): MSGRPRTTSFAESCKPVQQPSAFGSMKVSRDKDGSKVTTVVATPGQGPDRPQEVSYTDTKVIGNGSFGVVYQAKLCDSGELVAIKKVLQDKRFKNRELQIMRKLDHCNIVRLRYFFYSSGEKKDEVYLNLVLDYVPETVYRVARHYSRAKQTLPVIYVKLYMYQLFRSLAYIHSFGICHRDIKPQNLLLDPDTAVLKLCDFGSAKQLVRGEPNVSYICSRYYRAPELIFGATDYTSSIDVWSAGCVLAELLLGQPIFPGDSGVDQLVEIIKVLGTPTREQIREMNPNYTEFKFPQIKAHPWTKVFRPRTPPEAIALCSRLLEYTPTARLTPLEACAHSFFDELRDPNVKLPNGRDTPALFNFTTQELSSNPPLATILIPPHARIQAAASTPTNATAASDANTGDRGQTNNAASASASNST
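Test system: GST-fused GSK3beta enzyme, cell-free | Quantity: 1.6 ng GST-GSK3beta enzyme per well | Reagent: 25 µM ATP with peptide substrate | Schedule: 60 min enzyme reaction, room temperature | Signal: Luminescent ADP-Glo measurement of ADP formed | Read-out basis: Score relative to plate controls | Control set: DMSO and 20 µM GW8510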
HSF1 activator = HSF-1 activators, primary screen, NIH3T3-HGL cells, MG132 stress, luminescence, single point. NIH3T3-HGL HSF-1 luciferase reporter, 8 h; 100% = twice DMSO control signal. actives 1.7% (n = 300,000). AID 504408, 2011. activation, % at 9 µM;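 active = mean replicate activation of at least 50% with a set share of replicates each reaching 50%; inconclusive = only one of those two conditions met; inactive = mean below 50% and too few replicates reaching it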;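 also: 0% = median of the neutral control wells and 100% = twice that signal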
KLF5 inhibitor = KLF5 expression inhibitors, primary screen, DLD-1 cells, luminescence; actives 0.23% (n = 290,000); DLD-1 KLF5 promoter-luciferase reporter; inhibition, % at 5 µM;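 active = inhibition above a per-plate limit of that plate's mean compound inhibition plus 3 SD, cut at about 60% in these data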;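 also: 0% = DMSO wells and 100% = LY294002 at 200 µM; higher means less KLF5 promoter-driven luciferase light; inactives centre near -14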
HSF1 inh = HSF1 inhibitors in luciferase reporter cells, primary screen, cell-based, NIH3T3, luminescence; NIH3T3-HGL HSE-luciferase, MG132-induced, luminescence 8 h; hits give low values; activity change, negative = inhibition, % at 7.5 µM (by protocol); actives 0.77% (n = 300,000);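 active = more than half of replicate wells show activity change below -50%, luminescence cut by over half; inconclusive = some wells, but at most half, below -50%; inactive = no replicate well below -50%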;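 also: luciferase reports HSF-1 transcriptional activity via heat shock element; 0% = median of DMSO wells and -100% = zero luminescence signal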
The depositor's hits bear a star; i = inactive; ? = inconclusive; . = not tested or not shown. The list is partial (hit frequency here may not be typical).

SMILES	PolyA inh	HSP90 inh	aSyn 5UTR inh	AI-2 QS mod	GSK3A inh	IEC-6 tox	GSK3beta inhib	HSF1 activator	KLF5 inhibitor	HSF1 inh
CC1CCc2sc(C(=O)OCC(=O)NC(C)C)cc2C1 (centres undefined)	i	0	14	20	1	6	3	-8	-8	-3
COc1cc2c(cc1OC)C(c1cccs1)N(C(=S)NC(C)C)CC2 (centres undefined)	i	2	-74	-9	-2	4	-2	91*	10	55
Clc1ccc(Cn2cnc3ccccc32)cc1	i	0	-7	-8	-1	-1	1	2	-48	-7
COCc1[nH][nH]c(=O)c1C=NCC(=O)OC	i	-3	3	2	2	-11	2	21	-2	7
COc1cc(CC(=O)Nc2ccccc2N2CCOCC2)cc(OC)c1OC	i	2	-2	18	-1	-1	-3	-6	-28	-4
O=C(Cc1cn2ccsc2n1)OCc1ccccc1	i	-1	.	-7	-1	35*	1	.	-14	.
Cc1ccc(Cn2ccc(NC(=O)c3cc(-c4cccs4)on3)n2)cc1	i	1	-50	11	-2	0	2	4	-10	-2
COc1ccc(OCC(=O)Nn2c(-c3ccc(C)cc3)nc3ccccc3c2=O)cc1	i	-3	21	8	-2	9	20	1	-10	4
Cc1nc2ccccn2c1C(=O)Nc1ccc2c(c1)OCCO2	i	16	-53	14	-3	3	-7	-54	-39	-47
COc1ccc(-c2csc(NC(C)c3nc4cc(C(=O)NCCCO)ccc4n3Cc3ccc(C)cc3)n2)cc1 (centres undefined)	.	.	-2	2	-2	.	2	-14	.	2
CN1CCN(C(=O)C2=C[C@H](C(C)(C)C)C[C@H](OCCCCO)O2)CC1	i	-5	3	22	-2	1	-2	-20	-14	-5
CC(C)c1ccc2c(c1)C1(NN=C(c3ccccc3)S1)C(=O)N2 (centres undefined)	i	3	53	-91*	0	2	2	-10	3	-2
C[C@H](/C=C/[C@@]1(O)[C@H](C)C[C@H](O)CC1(C)C)O[C@@H]1O[C@H](CO)[C@@H](O)[C@H](O)[C@H]1O	i	.	10	39	-1	.	0	-2	.	0
COc1cc(C(=O)NCCC(=O)N2CCC3(CC2)NCCc2[nH]cnc23)cc(OC)c1OC	i	1	-12	37	-3	-6	-2	-3	-15	-6
CC(=O)N(c1ccc(C(F)(F)F)cc1)S(=O)(=O)c1ccc(N2C(=O)CCC2=O)cc1	i	0	40	8	8	0	2	-9	20	-3
COc1ccc(N(C(=O)CNC(=O)c2cccs2)C(C(=O)NC2CCCC2)c2ccncc2)cc1 (centres undefined)	i	-2	-2	22	-2	2	2	1	-5	-5
CC1(c2ccccc2)CC(C)(C)n2c(O)c(C3=NC(=S)NC3=O)c3cccc1c32 (centres undefined)	i	3	51	2	0	-2	2	19	-25	16
Cc1ccc(C(=O)N2CC(=O)Nc3ccc(F)cc3C2c2ccccc2)cc1[N+](=O)[O-] (centres undefined)	i	4	10	11	-1	-9	-2	5	-4	5
Cn1c(SCCOc2ccccc2Cl)nnc1-c1ccncc1	i	-3	-16	5	-1	6	-6	11	5	5
COCCOC(=O)c1c(C)oc2ccc(OCc3ccccc3)cc12	i	5	-8	-6	0	0	2	14	-9	2
CCn1c(CCc2nc3ccccc3[nH]2)n[nH]c1=S	i	0	4	9	6	4	1	25	-35	5
O=C(O)CSc1nc2ccc(Cl)cc2[nH]1	.	3	.	17	-1	3	-1	.	-15	.
CCCCCCCC[n+]1cccc(C(=O)N(CC)CC)c1	i	1	11	22	.	2	-4	-7	2	-6
COc1cnn(-c2ccc(C)cc2)c(=O)c1Br	i	5	-49	28	1	0	-1	18	-23	9
CC(=O)c1cccc(NC(=O)CNC(=O)Cc2ccccc2)c1	i	-3	1	13	-2	-6	1	-13	-1	-10
Cc1ccc(C(=O)Nc2sc3c(c2C#N)CCCCC3)cc1C	i	0	-191	13	1	6	-1	-9	-23	6
COc1ccc(S(=O)(=O)N2CCN(CC3CC=CCC3)CC2)cc1 (centres undefined)	i	-5	-31	31	0	-6	1	-2	-54	0
O=S(=O)(CCc1ccncc1)c1ccc(Cl)cc1	i	-1	9	18	-1	-1	0	13	5	-4
CCN(C(=O)C1CCCCC1)c1nnc(-c2cccnc2)s1	i	-3	12	0	-2	5	1	6	-5	3
Cc1ccc(-n2[nH]c3c4c(ccc3c2=O)C(=O)c2ccccc2C4=O)cc1	i	1	6	9	2	-1	-1	23	-12	0
CCOc1nnc(C)c2c(C)n(-c3cccc(Cl)c3)nc12	i	1	-14	26	0	-8	-2	29	-37	2
O=C(CSc1nnc(-c2cccnc2)n1Cc1ccco1)Nc1nc(-c2ccc(F)cc2)cs1	i	-3	-3	12	-1	12	-2	16	-21	1
O=C(CSc1nnc(-c2cccc(S(=O)(=O)N3CCCCC3)c2)o1)c1ccc[nH]1	i	0	39	7	1	-5	0	13	-3	3
CCOC(=O)c1cc2c(ccn2C)n1CC(=O)N1CCC(Cc2ccccc2)CC1	i	3	-5	64	0	-1	0	-8	-8	-10
OCCN(CCO)c1ccc(C(c2ccc(Cl)cc2)c2ccc(N(CCO)CCO)cc2Cl)c(Cl)c1	i	1	25	43	-1	5	3	9	-32	9
CCn1c(CN2CCOCC2)nnc1SCC(=O)Nc1ccccc1Cl	i	-5	13	23	-1	1	-2	-9	-28	0
Cc1ccc(S(=O)(=O)Nc2ccc(-c3nc4ccc(C)cc4s3)cc2)cc1	i	0	-3	25	-4	-8	-2	-8	-8	4
CCC(C(=O)NC1CCCCCC1)n1nc(C)n2c(cc3occc32)c1=O (centres undefined)	i	2	3	-30	-18	1	1	-33	2	-24
Cc1cc(N2CCN(c3ccccc3Cl)CC2)n2cc(-c3ccccc3)nc2n1	i	0	4	17	-1	2	-1	-2	-16	-1
COc1ccc(OC)c(NC(=O)c2ccc(CSc3nnc(C)s3)cc2)c1	i	-5	3	5	10	3	0	-3	-31	2
O=C(O)/C=C/c1ccc(S(=O)(=O)Nc2ccc3[nH]c(=O)[nH]c3c2)cc1	i	3	-11	29	3	-5	-10	5	-7	0
COc1cccc(NC(=O)CN(C)S(=O)(=O)c2ccc3c(c2)CCC(=O)N3)c1	i	-1	-11	17	0	-6	1	-9	-18	2
Cc1ccc(S(=O)(=O)N2CCCCC2CCNC(=O)C(=O)NCCc2ccco2)cc1 (centres undefined)	i	.	-102	11	-1	.	7	42	.	3
Cc1ccc(C(=O)NNC(=O)c2ccncc2)cc1S(=O)(=O)N1CCCCC1	i	.	5	18	2	.	11	-9	.	-5
COc1cccc(-c2csc3nnc(SCC(=O)NCc4cccs4)n23)c1	i	-1	22	15	1	-5	2	4	-7	4
CC(O)C(NS(=O)(=O)c1ccc(Cl)cc1)C(=O)OCC(=O)c1c[nH]c2ccccc12 (centres undefined)	i	-2	4	8	0	1	0	3	8	2
NC(=O)c1ccc(N2CCOCC2)nc1	i	1	-19	-2	0	0	1	2	-32	-3
Cc1csc(/C(=N\O)c2csc(C)n2)n1	i	-1	0	15	-1	2	1	-8	12	-5
Cc1cc(C)cc(NC(N)=S)c1	i	-1	13	?	0	-1	-1	-3	-3	-3
CCN(CC(=O)NCc1ccc(Cl)cc1)C(=O)C1CCN(S(=O)(=O)c2ccc(OC)c(OC)c2)CC1	i	.	14	6	0	.	3	8	.	7
Nc1nc2c(-c3ccc(Br)cc3)nnn2c2ccccc12	i	-1	-25	5	0	12	0	56*	-236	16
COc1ccc(N(CC(=O)Nc2ccc(F)c(Cl)c2)S(=O)(=O)c2c(C)noc2C)cc1	i	0	-8	4	0	0	-2	7	-33	6
COC(=O)c1cc(COC(=O)c2nc3nccc(C)n3n2)oc1C	i	-2	4	35	-3	-8	3	-8	0	-7
CCOc1cc(CNc2ccc(N3CCN(C(C)=O)CC3)cc2)cc(Br)c1OC	i	3	35	29	.	0	3	11	9	-1
CC(CCc1ccccc1)NC(=O)CNC(=O)N1CC(=O)Nc2ccccc21 (centres undefined)	i	-6	-28	19	6	1	1	2	1	0
COCCCn1c(=S)[nH]c2sc3c(c2c1=O)CCCC3	i	6	15	18	0	4	-1	-4	-3	1
CCOC(=O)c1c(S(=O)(=O)NCC(=O)Nc2cc(C)ccc2OC)c(C)n(C)c1C	i	-1	21	24	-1	4	-1	13	-13	-2
C=C(C)c1cccc(C(C)(C)NC(=O)N2CCN(c3ccccc3)CC2)c1	i	-1	13	11	0	-6	4	5	-25	2
COc1cccc(CNC(=O)CN(c2ccc(C(C)C)cc2)S(=O)(=O)c2c(C)noc2C)c1	i	-2	-7	10	-1	-8	-1	26	2	9
CC(=O)N1c2ccc(S(=O)(=O)N3CCCC3)cc2CC1C(=O)NC(C)C (centres undefined)	i	3	-8	33	2	5	1	-9	-30	-5
Following part:
SMILES	PolyA inh	HSP90 inh	aSyn 5UTR inh	AI-2 QS mod	GSK3A inh	IEC-6 tox	GSK3beta inhib	HSF1 activator	KLF5 inhibitor	HSF1 inh
CCOC(=O)C(NC(=O)N(C)C)(Nc1sc(C)c(CC)c1C#N)C(F)(F)F (centres undefined)	i	2	-16	1	-1	-3	3	-28	0	-18
Cc1c(NC(=O)CSc2ccc(Cl)cc2)cccc1-c1nc2cc(Cl)ccc2o1	i	-2	-50	19	-3	2	-5	25	19	15
CCN(CC)c1nc2c(c(=O)n(C)c(=O)n2C)n1CCCc1ccccc1	i	2	20	10	0	-7	0	46	-47	10
CC(OC(=O)Cc1coc2ccc3ccccc3c12)C(=O)Nc1ncc(Cl)cc1Cl (centres undefined)	i	-2	-14	22	-2	9	2	28	-6	13
O=C(NCc1ccc(F)cc1)C(Cc1ccccc1)NS(=O)(=O)c1cccs1 (centres undefined)	i	-1	21	15	7	-2	0	-1	-5	-2
Cc1ccccc1-c1nnc(SCC(=O)NCc2ccc3c(c2)OCO3)n1C	i	4	-1	-3	-1	-5	-2	5	-23	-6
CN1C(=O)[C@@H]2[C@H](C1=O)[C@@H]1C(=O)Nc3ccccc3C(=O)N1[C@@H]2c1cccc(Br)c1	i	.	-4	12	.	.	-1	7	.	-4
CCC(C)N(C(=O)Cn1nnc2ccccc21)C(C(=O)Nc1ccc(F)cc1)c1cccc(OC)c1 (centres undefined)	i	0	-22	11	1	-1	2	-32	-32	-12
